# Bioassay records from PubChem.
# CAL PDZ FP-1: blocks peptide binding to the human CAL PDZ domain. Q9HD26. purified CAL PDZ, TMR-peptide fluorescence polarization, 1 h. inhibition, % at 24.9 µM. 0.92% of 300,000 active. AID 602252;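 active = mean inhibition of at least 30% with at least half of replicates also reaching 30%; inconclusive = no clear call, values can overlap the other calls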;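 note: 0% = DMSO neutral control and 100% = excess unlabeled competitor peptide PRC23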
# E coli growth: counter-screen for AddAB inhibitors: E. coli growth inhibition; 0.27% of 330,000 active; AID 449728; inhibition, % at 11.9 µM; E. coli V3065 growth, OD600 absorbance, 18 h;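 active = inhibition above the campaign's mean inhibition across all tested compounds plus 3 SD, cut at about 9.9% in these data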;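 note: uninfected addAB+ strain grown without phage in ampicillin broth; 0% = DMSO wells and 100% = ciprofloxacin 0.95 µg/ml wells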
# SR-BI HDL uptake: mouse SR-BI HDL lipid transfer inhibition. Q61009. inhibition, % at 12.5 µM. AID 488896. ldlA[mSR-BI] CHO cells, DiI-HDL uptake fluorescence, 3 h. 0.96% of 320,000 active;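 active = mean replicate inhibition of at least 70% and a set share of replicates each scoring 70 or more; inconclusive = meets just one of the two criteria; inactive = fails both criteria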;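 note: 0% = median of neutral control wells and 100% = median of positive control wells; values of inactives mirror those of a sister screen read the other way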
# Target sequence (Q61009 whole entry, looked up): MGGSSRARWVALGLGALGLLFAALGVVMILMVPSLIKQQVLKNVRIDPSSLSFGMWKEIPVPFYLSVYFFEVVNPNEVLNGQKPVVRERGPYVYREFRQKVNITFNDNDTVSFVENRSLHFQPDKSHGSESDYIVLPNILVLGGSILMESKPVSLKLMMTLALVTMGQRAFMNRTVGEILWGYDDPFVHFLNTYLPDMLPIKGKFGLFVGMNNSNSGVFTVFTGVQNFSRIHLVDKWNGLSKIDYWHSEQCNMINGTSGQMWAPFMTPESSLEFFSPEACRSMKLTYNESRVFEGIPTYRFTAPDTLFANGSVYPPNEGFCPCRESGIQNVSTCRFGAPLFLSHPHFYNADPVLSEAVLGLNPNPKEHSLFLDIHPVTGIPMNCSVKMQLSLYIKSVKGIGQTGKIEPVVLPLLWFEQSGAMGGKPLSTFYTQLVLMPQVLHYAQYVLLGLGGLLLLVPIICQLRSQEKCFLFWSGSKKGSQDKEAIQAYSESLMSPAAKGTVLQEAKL
# MITF act: MITF TRPM1 promoter activation in melanoma cells; 0.75% of 300,000 active; SK-MEL-5 TRPM1-promoter luciferase, 24 h; % of positive control, neutral wells = 0; activation, % at 12.5 µM;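 active = mean activation of at least 80% with every replicate also reaching 80%; inconclusive = mean reaches 80% but some replicate falls short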;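 note: 0% = neutral control wells and 100% = parthenolide positive control wells; values of inactives mirror those of a sister screen read the other way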
# CAL PDZ FP-2: human CAL PDZ-peptide interaction inhibition; inhibition, % at 20 µM; AID 504414; purified CAL PDZ, TMR-peptide fluorescence polarization, 1 h; 0.02% of 330,000 active;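 active = highest replicate inhibition of at least 40%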;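 note: plate controls were DMSO neutral control wells for no effect and unlabeled competitor peptide control wells for full effect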
#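 material = purified tagged CAL PDZ domain construct (CerCALP) | compound dosing = 20 µM, one dose | times = 1 h at RT | measured by = fluorescence polarization from S- and P-plane intensities, G-factor corrected | read-out = inhibition from polarization loss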
# SR-BI DiI-HDL act: activators of SR-BI mediated HDL lipid uptake | activation, % at 12.5 µM | CHO ldlA[mSR-BI] cells, DiI-HDL uptake fluorescence, 3 h; 100 = double the neutral-control signal | AID 504775 | 0.096% of 320,000 active;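 active = mean replicate activation of at least 60% and every replicate at or above 60%; inconclusive = mean or all-replicate condition met, but not both; inactive = mean below 60% and not all replicates reaching 60%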;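 note: 0% = median plate neutral-control signal and 100% = twice that signal; values of inactives mirror those of a sister screen read the other way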
#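 Material: SR-BI-overexpressing, LDLR-lacking CHO cells | Dosing: Single compound concentration, delivered by pin transfer | Probe or stimulus: Labelled HDL, 10 µg/mL | Signal: Bottom-read cell fluorescence after medium removal, ex 550/em 595 nm | Schedule: 3 h, 37 °C | Evaluation: HDL uptake via cellular fluorescence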
# Tat transport: inhibitors of E. coli Tat protein transport | E. coli MC4100 TorA-mCherry Tat export, fluorescence | inhibition, % at 10 µM | 0.036% of 340,000 active;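 active = mean replicate inhibition at least 50% and at least half of replicates individually reaching 50%; inconclusive = only one of the two criteria met; inactive = neither criterion met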;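 note: exported cargo escapes ClpAP degradation while cytoplasmic cargo is degraded and loses fluorescence; 0% = median of neutral control wells and 100% = median of NaSCN control wells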
# Wnt act: activators of Wnt/beta-catenin signaling; Wnt/beta-catenin reporter cell assay, activator, plate reader; activation, % at 9.35 µM; 1.2% of 300,000 active; AID 743398; in the data active = activation above about 30%, passing the limit was not always enough; inconclusive = no clear call, values can overlap the other calls;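 note: 0% = neutral control wells and 100% = positive control wells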
# AddAB inh: less growth of phage-infected E. coli with AddAB; inhibition, % at 11.9 µM; 0.29% of 330,000 active; E. coli expressing H. pylori AddAB, absorbance growth; AID 435030; in the data active = inhibition above about 12%;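 note: 0% = vehicle wells of infected cells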
# phage Ecoli inh: E. coli growth loss with phage present. growth absorbance. inhibition, % at 11.9 µM. AID 651602. 0.26% of 360,000 active; in the data active = inhibition above about 11%
# The depositor's hits bear a star; u = inconclusive; x = not tested or not shown. Outcome played no part in choosing rows. Share with any hit: about 3.6%.
# Results follow in this order: SR-BI DiI-HDL act, E coli growth, CAL PDZ FP-1, phage Ecoli inh, SR-BI HDL uptake, CAL PDZ FP-2, AddAB inh, Wnt act, MITF act, Tat transport
COc1ccc(NC(=O)CN(C)C(=O)CCc2nc3cc(S(=O)(=O)N4CCOCC4)ccc3n2C)cc1
    14.1, -1.3, -3.9, 2.8, -14.1, -3.1, 0.5, 2.3, -1.6, 2.4
COc1ccc2nc(-c3ccccc3)cc(OC)c2c1
    -6.0, 3.4, -2.0, 0.9, 6.0, -2.1, 4.2, 15.7, 3.0, -4.5
Nc1ncn(CC(=O)c2ccccc2)n1
    22.3, -2.2, -1.5, 4.2, -22.3, -2.9, 0.4, x, -6.5, -3.8
Cc1cc(-c2ccco2)n(CC(=O)O)n1
    11.1, -1.8, -1.9, 0.5, -11.1, 0.2, 1.3, -3.7, 7.3, -3.7
CCCCNC(=O)CC1N=C2c3ccccc3N=C(SCC(=O)Nc3ccccc3OC)N2C1=O (centres undefined)
    -11.9, 0.1, -4.8, 3.0, 11.9, -1.7, 0.4, -5.0, -6.6, 1.2
O=c1oc(-c2ccco2)nc2sc3c(c12)CCCC3
    22.8, 2.0, -2.6, 2.8, -22.8, -3.2, -1.3, x, 7.7, 14.6
CCn1c(COc2ccc(OC)cc2)nnc1SCC(=O)Nc1cc(OC)ccc1OC
    -36.1, 0.7, 0.0, 3.9, 36.1, -1.5, 2.3, -8.9, -1.0, -0.7
CCC(C)NC(=O)C1(C)CCC(=O)N1CCc1ccc(OC)c(OC)c1 (centres undefined)
    14.8, 0.0, x, 3.8, -14.8, -0.4, -0.9, x, -7.3, 16.0
O=C(O)c1cccc(COc2ccccc2Cl)c1
    -0.7, 1.0, x, 3.8, 0.7, -2.4, 1.8, -12.8, -91.6, -5.5
c1ccc(CN2CCN(Cc3cn4cccnc4n3)CC2)cc1
    -3.5, 2.0, 1.6, 4.1, 3.5, -1.3, 1.4, 0.9, -7.9, -0.5
COc1ccc(C)cc1NC(=O)C(OC(=O)CNC(=O)c1cccc(F)c1)c1ccccc1 (centres undefined)
    -12.0, -0.7, 4.1, 2.5, 12.0, 0.4, 0.0, -2.0, -4.0, 11.6
CCN(c1cccc(C)c1)S(=O)(=O)c1ccc(-n2cccn2)cc1
    2.1, -0.8, -2.8, 1.1, -2.1, -1.5, 5.8, -0.5, -7.2, 10.2
C=CCNc1ncnc2ccccc12
    11.5, -1.1, -0.1, 0.2, -11.5, -0.2, -1.1, x, -7.8, -2.5
COc1ccccc1/C=C/C=N/n1c(-c2ccc(Cl)cc2Cl)n[nH]c1=S
    9.5, -1.6, -4.1, 1.3, -9.5, 0.3, 2.8, -1.2, 3.9, -5.2
O=C(Nc1ccc(N2CCCCC2)cc1)c1ccc2ccccc2n1
    -31.8, 1.9, x, 2.1, 31.8, -0.4, 0.7, -2.9, 42.0, -4.5
COc1ccc(N(C2=NCCCS2)S(=O)(=O)c2ccc(C(C)(C)C)cc2)cc1
    7.3, -0.8, -2.7, 3.8, -7.3, 0.0, 0.0, -0.8, 7.8, u
COc1cc([N+](=O)[O-])ccc1NC(=O)NCc1ccccn1
    -61.7, 0.4, x, 3.9, 61.7, -0.6, -0.6, 0.0, 11.5, -4.9
Cc1cccc(NC(=O)CN2C(=O)N/C(=C/c3cc(C)n(C)c3C)C2=O)c1
    -29.6, x, -0.3, 1.5, 29.6, -2.3, x, 1.3, 8.2, 20.1
CCN(CC1CCCO1)C(=O)CCc1nnc(Cc2ccc3c(c2)OCO3)o1 (centres undefined)
    8.7, 0.8, x, 1.7, -8.7, -0.9, 1.9, -0.1, 3.4, -4.5
CCN(CC(=O)Nc1c(F)cccc1F)C(=O)c1ccc2c(=O)n3c(nc2c1)CCC3
    -6.0, x, -2.4, -2.4, 6.0, -1.1, x, 8.1, 21.4, -3.2
Cc1cccc(C(=O)OCC(=O)NC23CC4CC(CC(C4)C2)C3)c1O
    10.1, 1.9, 1.2, 3.5, -10.1, 0.2, 0.3, 10.0, 41.2, -9.6
CC(=O)C1=C(C)NC(=O)NC1c1cccs1 (centres undefined)
    13.7, -2.5, -3.9, 2.3, -13.7, 1.3, 3.9, -2.6, -6.8, 6.9
Cc1ccc(N(C(C)C(=O)N2CCOCC2)S(C)(=O)=O)cc1C (centres undefined)
    12.9, -0.4, 6.0, 1.7, -12.9, -0.5, 1.9, -1.2, -0.3, -2.3
Cc1ccc2nc(NC(=O)c3ccco3)sc2c1
    -15.2, 0.0, -1.4, 0.5, 15.2, -3.6, 1.5, x, -56.3, -5.6
Cc1ccc(NS(=O)(=O)c2cccc(C(=O)NCC(c3ccco3)N3CCCCC3)c2)cc1 (centres undefined)
    15.7, 0.2, -3.4, 2.0, -15.7, -1.7, 1.6, -2.3, -1.7, -12.1
COc1cc(C=O)ccc1OCC(=O)N1CCOCC1
    9.5, 1.2, 1.0, 2.2, -9.5, -1.6, 1.5, -3.3, -3.6, 1.5
O=C(NCCNC(=O)c1ccccc1Cl)c1ccco1
    13.6, -0.9, -0.2, -0.1, -13.6, -1.3, -0.1, -2.8, 0.0, 2.4
COc1ccc(N2CCN(C(=O)CCSCc3ccccc3F)CC2)cc1
    -5.7, 0.2, -3.9, -1.1, 5.7, -1.8, -0.4, -2.9, 2.4, 3.9
Cn1nc(OC(=O)Nc2ccc(F)cc2)cc1C(F)(F)F
    22.2, -1.8, -1.4, 2.5, -22.2, x, 0.7, -0.3, 15.1, 3.9
O=C(NC1CCCCCC1)c1cccs1
    34.3, 0.7, x, 2.4, -34.3, -3.9, 0.3, x, 19.8, 1.2

# More structures:
# Results follow in this order: SR-BI DiI-HDL act, E coli growth, CAL PDZ FP-1, phage Ecoli inh, SR-BI HDL uptake, CAL PDZ FP-2, AddAB inh, Wnt act, MITF act, Tat transport
Cc1ccc(C(=O)NNC(=O)c2ccc(NC(=O)C(C)(C)C)cc2)cc1
    -15.1, -0.3, -2.1, 3.2, 15.1, -8.8, 2.5, -0.5, 8.9, 4.1
CCOC(=O)C(NC(C)=O)C(=O)O (centres undefined)
    -1.2, 2.4, -1.2, 3.1, 1.2, 0.8, 1.9, x, -1.5, -4.8
COCCCn1cc(C(=O)c2cc(Br)ccc2O)cc(C#N)c1=O
    -24.9, 0.1, 0.9, 4.0, 24.9, -0.3, 4.8, -1.7, -2.2, 1.5
C/C(=N\NC(=O)c1nc(C)cc(C)n1)c1ccccc1
    -11.1, 0.1, -4.1, 0.8, 11.1, -1.1, 0.8, u, 44.9, -2.8
COC(=O)C1CN(C(=O)C(C)Oc2ccccc2Cl)c2ccccc2O1 (centres undefined)
    u, -1.0, -5.2, 0.9, -355.8, x, 1.1, 4.0, -18.8, -4.0
COc1ccccc1Cn1c(=S)[nH]c2cc(C(=O)N3CCC(C(N)=O)CC3)ccc2c1=O
    20.0, -0.3, 3.7, 0.9, -20.0, -2.5, 6.6, -6.5, 2.4, -2.2
CCOC(=O)C1=C(O)C(=O)N(Cc2cccnc2)C1c1ccc(C)cc1 (centres undefined)
    5.3, 2.0, -2.3, 1.2, -5.3, x, 3.1, 0.0, 3.6, -11.0
Cc1ccc(OC(C)C(=O)Nc2ccc(S(=O)(=O)Nc3cc(C)on3)cc2)cc1 (centres undefined)
    0.3, 0.6, x, 2.0, -0.3, -3.0, 1.2, x, -4.6, -9.7
CCOC(=O)c1c(N2C(=O)C3C4C=CC(C4)C3C2=O)sc2c1CCC(C)C2 (centres undefined)
    -11.5, -0.9, -3.9, 0.0, 11.5, -1.2, 1.1, -1.3, 14.5, -3.5
N#CC1=C(N)SC(N)=C(C#N)C1CCc1ccccc1
    -23.8, 5.0, -0.4, 4.8, 23.8, -3.7, 1.6, x, -17.2, 3.5
CCOc1ccc(NS(=O)(=O)c2ccc(NC(=O)c3ccccc3C(=O)O)cc2)cc1
    15.3, -1.7, 75.8*, 1.6, -15.3, -0.4, -0.3, -0.4, 12.5, -1.9
O=c1c2ccccc2ncn1CCCOc1ccccc1[N+](=O)[O-]
    9.5, -0.8, -2.2, 2.5, -9.5, -0.2, 0.1, 21.6, 65.3, -5.5
OCCC1CN(Cc2nc(-c3ccccc3)cs2)CCN1C1CCCC1 (centres undefined)
    x, -0.2, 2.0, 1.4, x, -2.2, 2.2, 33.8*, 6.7, -5.1
CC(=O)Nc1ccc(C(=O)Nc2ccc(S(=O)(=O)N3CCCC3)cc2)cc1
    -38.8, 1.7, -5.8, 3.2, 38.8, -2.1, 3.7, x, 2.4, -1.3
COc1ccc(NC(=O)CC2COc3ccccc3O2)c(OC)c1 (centres undefined)
    -7.0, -0.9, 0.0, 6.9, 7.0, 0.1, -1.6, x, 25.8, -1.0
O=C(CCCOc1ccc(Cl)cc1Cl)NNC(=O)c1ccc(NC(=O)c2ccccc2)cc1
    -12.1, -0.7, -1.2, 2.2, 12.1, 0.1, 3.5, x, 6.9, -10.3
CC(C)(CN1CCCC1)NC(=O)C1CCC(=O)N(CCCN2CCOCC2)C1 (centres undefined)
    1.1, 2.5, 91.9*, 1.0, -1.1, 0.4, 1.4, -0.4, 6.9, -2.4
CCOc1ccc(-c2ncncc2-c2ccccc2OC)c(O)c1
    -16.3, -2.3, -3.0, -0.9, 16.3, -1.9, -1.4, 2.7, 13.9, 2.3
CC1CCCN(C(c2ccccc2)c2sc3ncnn3c2O)C1 (centres undefined)
    10.0, -0.6, -2.2, 1.8, -10.0, -0.6, -2.5, -2.3, x, -4.2
O=C(CSc1nnc(-c2cccs2)n1C1CC1)NC1CCS(=O)(=O)C1 (centres undefined)
    19.0, -0.7, 0.0, 2.8, -19.0, 0.3, 1.8, -4.8, -4.5, -3.9
COc1cccc(C(=O)CSc2nnc(CNS(C)(=O)=O)n2-c2ccc(C)cc2)c1
    8.2, x, 10.1, 0.6, -8.2, 1.0, x, 0.6, -4.2, -5.4
O=C(CSCCO)N1CCc2ccccc21
    -0.1, 0.2, 1.6, 1.0, 0.1, -1.1, 0.8, 1.0, 0.8, -7.3
N#C/C(=C\c1c(Cl)cccc1Cl)c1nc2ccccc2o1
    -7.6, -0.3, -1.5, -0.2, 7.6, -2.2, 2.9, x, 1.7, 4.2
O=C(NNC(=O)c1ccc(F)c(S(=O)(=O)N2CCOCC2)c1)c1ccc(Br)cc1
    -16.8, 0.7, -2.5, -1.3, 16.8, 0.2, -0.9, 2.6, 4.1, 8.6
CCc1nc(C#N)c(N2CCOCC2)o1
    16.2, 0.2, 0.2, 3.8, -16.2, 0.1, 2.6, x, -1.5, -5.2
CC(=O)N1CCOc2ccc(S(=O)(=O)N(C)c3ccc(C)cc3)cc21
    x, 0.6, 2.0, 2.4, -7.8, -3.0, 1.0, -2.1, -0.1, 10.7
Cc1cc(O)ccc1NC1=CC(=O)CC(C)(C)C1
    18.9, 0.9, 1.5, 3.4, -18.9, -0.7, 3.4, -0.3, 1.3, 4.5
